# Assay outcomes from PubChem BioAssay.
# Lipid storage S3 = qHTS Assay for Lipid Storage Modulators in Drosophila S3 Cells; lipid storage change, negative = inhibition, % at the top dose, mostly 46.1 µM; hits show Potency in µM; AID 2685, 2010; Drosophila S3 cells, BODIPY lipid droplet fluorescence, 18-24 h; cells fed with added oleic acid; hit rate 0.64% among 320,000; active means well fitted inhibition curve with a large enough effect in the signal ratio, with a control signal flat, not every such curve was filed as active; inconclusive means small, poorly fitted or top-dose-only effect, or effect the other way, or a change in a side signal; the % refers to the signal ratio
#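 Drosophila S3 cells got compounds at several concentrations plus oleic acid (400 uM solution). Laser-scanning cytometry with 488 nm excitation read lipid droplets at 500-530 nm and cells at 575-640 nm. Percent activity was relative to 20 uM Triacsin C.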
# Lipid storage S3 cell count max = recorded beside Lipid storage S3, whose call it bears; cell number change, %; measured here: cell count max response;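 cells counted by Cell Tracker Red CMTPX staining in the red channel; peak over a dose series mostly up to 46.1 µM; percent activity relative to internal control wells on each plate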
# Numbers without * were called inactive; i = inactive; ? = inconclusive; · = not tested or not shown. On the % scale 0 is the no-effect control and ±100 the full control effect; potency means the concentration at half of the fitted maximal effect. The list is partial; rates above refer to the full screens.
# Start of the data: the first three compounds (preview)
# The line under a structure holds: Lipid storage S3 | Lipid storage S3 cell count max
CC(C)c1ccc(N2C(=O)CC(NNC(=O)c3ccccc3Cl)C2=O)cc1 (stereo not given)
→ ? | ·
COc1ccc(CCNC(=O)CCC(=O)Nc2nnc(C(C)C)s2)cc1OC
→ ? | ·
CSc1nc(C)c(C(=O)C[n+]2ccc(C)cc2)cc1C#N
→ ? | ·

# This part in full, from the first entry:
# The line under a structure holds: Lipid storage S3 | Lipid storage S3 cell count max
CC(C)c1ccc(N2C(=O)CC(NNC(=O)c3ccccc3Cl)C2=O)cc1 (stereo not given)
→ ? | ·
COc1ccc(CCNC(=O)CCC(=O)Nc2nnc(C(C)C)s2)cc1OC
→ ? | ·
CSc1nc(C)c(C(=O)C[n+]2ccc(C)cc2)cc1C#N
→ ? | ·
CCOC(=O)CNc1nc(Cl)c(C#N)s1
→ ? | ·
S=C(NCC1CCCO1)NC12CC3CC(CC(C3)C1)C2 (stereo not given)
→ 1% | 5
CNCCCc1[nH]nc(N)c1C#N
→ ? | ·
COc1ccc(NC(=O)c2cc(S(=O)(=O)N3CCc4ccccc43)cn2C)c(OC)c1
→ -13% | 18
CCOC(=O)C1=C(C)NC(C)=C(C(=O)OCC)C1C(=O)OCC(=O)N1CCCCC1CC (stereo not given)
→ ? | ·
COC(=O)C1CCN(C(=O)C2CCN(C(=O)[C@H](C)NS(=O)(=O)c3ccc(C)cc3)CC2)CC1
→ ? | ·
C/C(=N\Nc1ncc(Cl)cc1Cl)c1ccc(N2CCOCC2)cc1
→ ? | ·
CCSc1nc(-c2ccccc2)c(-c2ccccc2)n1CC(O)CO (stereo not given)
→ ? | ·
O=C(CC(Nc1ccc(F)cc1)c1ccccc1)c1ccccc1 (stereo not given)
→ ? | ·
COc1cccc(N2C(=O)C3C(C2=O)C2C=CC3C23CC3)c1 (stereo not given)
→ ? | ·
COc1ccc(CCNC(=O)CSc2ccccn2)cc1
→ ? | ·
O=C(NCCC1=CCCCC1)c1cc(-c2ccncc2)nc2ccccc12
→ ? | ·

# Record cards (already shown). Order of values: Lipid storage S3 | Lipid storage S3 cell count max
# CC(C)c1ccc(N2C(=O)CC(NNC(=O)c3ccccc3Cl)C2=O)cc1 (stereo not given) across the screens: ? | ·
# CCSc1nc(-c2ccccc2)c(-c2ccccc2)n1CC(O)CO (stereo not given) across the screens: ? | ·

# Carrying on:
# The line under a structure holds: Lipid storage S3 | Lipid storage S3 cell count max
COc1ccccc1OCc1nnc(SCC(N)=O)n1-c1ccccc1
→ ? | ·
Cc1ccccc1CN1CCN(S(=O)(=O)c2ccc(F)cc2)CC1
→ 4% | -6
CN1/C(=C\C(=S)NC(=O)c2ccccc2Cl)C(C)(C)c2ccccc21
→ ? | ·
COc1cccc(-c2csc(N3CCN(CC(=O)NNC(=O)c4ccc(Br)cc4)CC3)n2)c1
→ ? | ·
Cc1nn(CCC(=O)NNC(=S)Nc2ccc(Cl)cc2)c(C)c1[N+](=O)[O-]
→ 2% | 12
COc1ccc(-c2c[nH]c(=O)[nH]c2=O)cc1OC
→ ? | ·
CCN(CC)c1ccc2c(Nc3ccccc3)c(C=O)c(=O)oc2c1
→ 4% | 13
Cc1ccccc1C(=O)c1c[nH]c(C(=O)NCc2cccs2)c1
→ ? | ·
Cc1cc(C)c2cc(C(=O)N3CCc4ccccc4C3)[nH]c2c1
→ 23% | 14
O=C(NCCOc1ccccc1)c1ccccc1SCC(=O)N1CCCC1
→ ? | ·
Cc1ccc(-c2noc(CCC(=O)Nc3ccc(C)cn3)n2)cc1
→ 0% | -12
Cc1ccc(S(=O)(=O)Nc2cc(C(=O)NCCN(C)C)ccc2N2CCCCC2)cc1
→ ? | ·
COc1cc(C(=O)NCc2nnc(SCC(=O)Nc3ccc4c(c3)OCO4)o2)cc(OC)c1OC
→ 2% | ·
COc1ccc(CN2CCN(Cc3ccco3)CC2)c(OC)c1
→ 2% | 9
COc1ccccc1/C=C/C1(C(=O)NC2CCCC2)CC(=O)N1c1ccc(C)cc1 (stereo not given)
→ ? | ·
CC1Cc2ccccc2N1C(=O)c1cnc2n(c1=O)CCS2 (stereo not given)
→ ? | ·
O=C(Nc1ccnn1C1CCN(C2CCC2)CC1)c1cccc(F)c1
→ i | 1
O=S(=O)(c1ccc(Cl)cc1)N(Cc1ccccn1)Cc1ccccn1
→ 1% | 1
CCOC(=O)CNc1nc(Cl)nc(Nc2ccc(OC)cc2OC)n1
→ 0% | -23
COC(=O)C(NC(C)=O)(Nc1cccc(C)n1)C(F)(F)F (stereo not given)
→ -10% | 16
O=C(c1ccccc1)c1ccc2nc(-c3ccc(NC(=O)c4ccccc4Br)cc3)[nH]c2c1
→ ? | ·
COc1ccc(CNCc2ccc3c(c2)OCO3)cc1Br
→ 16% | 6
O=C(CCSc1nc2ccccc2o1)N1CCOCC1
→ 0% | 0
NC1=NC[C@H](Cc2ccccc2)N1CCc1cccc(F)c1
→ 14% | 16
OC(CN1CCN(c2ccccc2)CC1)Cn1c2ccccc2c2ccccc21 (stereo not given)
→ ? | ·
C[C@H]1C=C(C(=O)N2CCOCC2)O[C@@H](OCc2ccc(CO)cc2)C1
→ ? | ·
Cn1ncc2c(Nc3ccc4ccccc4c3)ncnc21
→ 1% | -7
CCOc1ccc(C(=O)NC(=S)Nc2ccc(NC(=O)c3ccco3)c(C)c2)cc1[N+](=O)[O-]
→ 7% | 4
CC(=O)Nc1ccc(S(=O)(=O)NCCC(=O)N2CCCCC2)cc1
→ ? | ·
O=C(Cc1cccs1)NCc1ccc2c(c1)OCO2
→ ? | ·
COc1ccc2cc(-c3ccccc3F)ncc2c1
→ i | ·
CC(=O)c1c(C)[nH]c(C(=O)CSc2nc3ccc(C)cc3[nH]2)c1C
→ ? | ·
CC1CN(S(=O)(=O)c2ccc(C(=O)Nc3ccc(S(=O)(=O)Nc4nccs4)cc3)cc2)CC(C)O1 (stereo not given)
→ 18% | -8
O=C(OCC(=O)C12CC3CC(CC(C3)C1)C2)c1cnccn1
→ ? | ·
CCOC(=O)C(=O)Nc1sc(C(=O)N2CCOCC2)c(C)c1C#N
→ ? | ·
CCOc1ccc2oc(C(=O)OCC(=O)NCC3CCCO3)c(C)c2c1 (stereo not given)
→ ? | ·
O=C1CCCN1c1ccc(S(=O)(=O)N2CCN(c3ccccn3)CC2)cc1
→ ? | ·
COc1ccc(-c2cn3cccnc3n2)cc1NC(=O)C(C)C
→ 4% | 14
O=C(c1ccc2c3c(cccc13)CC2)C1CCCN(C(=O)c2cccnc2)C1 (stereo not given)
→ 21% | 4
CCOP(=O)(OCC)c1nc(/C=C/c2ccccc2)oc1NCc1ccccc1
→ 14% | -11
Cc1nnc(Nc2ccc(Cl)c(C(F)(F)F)c2)[nH]c1=O
→ ? | ·
CCN(CCCNC(=O)CCc1nc(-c2ccc(OC)cc2)no1)c1cccc(C)c1
→ ? | ·
CC(C)c1ccc(CN(C(=O)c2cccs2)C2CCS(=O)(=O)C2)cc1 (stereo not given)
→ i | -14
Cc1ccc(CCNC(=O)C2CCC(=O)N(Cc3cccc(F)c3)C2)cc1 (stereo not given)
→ ? | ·
O=C(CSc1ccc(Cl)cc1)Nc1cc(-c2nc3ncccc3o2)ccc1Cl
→ ? | ·
CC1CC(C)CN(S(=O)(=O)c2ccc3c(c2)CC(=O)N3)C1 (stereo not given)
→ ? | ·
COc1cc(/C=N/O)ccc1OCc1ccc(C(=O)O)cc1
→ -3% | -10
COc1ccc(/C=C/C(=O)O)cc1O
→ 3% | 0
CCS(=O)(=O)c1ccc(C(=O)Nc2ccccc2OC)c(Cl)c1Cl
→ ? | ·
c1cnc2ccc(-c3ccc4ncccc4c3)cc2c1
→ ? | ·
Cc1cccc(OCCOC(=O)c2ccc(F)c(S(=O)(=O)N3CCOCC3)c2)c1
→ 3% | 16
COc1ccc(-c2c3c(cc4ncn(Cc5ccccc5)c24)COC3=O)cc1
→ ? | ·
COc1ccc(CC(=O)Nc2sc3c(c2C(N)=O)CCCC3)cc1
→ 9% | -15
OCCC1CN(Cc2cccc3c2OCO3)CCN1C1CCCCC1 (stereo not given)
→ -11% | -20
C/C(=N\NC(=O)NC1CCCCC1)C1CCCCC1
→ 0% | -6
COc1ccccc1OCCNC(=O)C(CCSC)NC(=O)COc1ccccc1 (stereo not given)
→ ? | ·
CCCCCCC/C(C)=N/NC(=O)CC(=O)NCCc1ccccc1
→ -3% | -8
Cc1cc(C(=O)CNCc2ccco2)c(C)n1-c1ccc(F)cc1
→ ? | ·
COc1ccc(S(=O)(=O)N(C)CC(=O)N2CCN(Cc3ccccc3)CC2)cc1C
→ i | 15
COCc1nc2ccccc2n1Cc1ccc(Br)cc1
→ ? | ·

# Later entries
# The line under a structure holds: Lipid storage S3 | Lipid storage S3 cell count max
CCOC(=O)C1=C(C)NC(=O)NC1c1ccc(OCC(=O)OC)c(OC)c1 (stereo not given)
→ ? | ·
Cc1cc(/C=C2\SC(=O)N(C)C2=O)c(C)n1-c1ccc(O)cc1
→ ? | ·
CNC(=O)c1nn(-c2ccc(C)cc2)ccc1=O
→ ? | ·
Cc1cc(C)cc(C(=O)Nc2cccnc2)c1
→ ? | ·
CCOc1ccc(-n2c(SCC(=O)Nc3ccc(CC)cc3)nc3n[nH]c(C)c3c2=N)cc1
→ ? | ·
COCCCNC(=O)c1c(N)n(/N=C/c2ccccn2)c2nc3ccccc3nc12
→ 7.3µM* | ·
CCC(C)NC(=O)c1cnc2n(c1=O)CCS2 (stereo not given)
→ ? | ·
NC(=O)c1nn(-c2ccccc2)nc1NC(=O)Cn1nnc(-c2ccccc2)n1
→ ? | ·
O=C(O)CSc1ncccc1C(=O)O
→ ? | ·
Cc1nc2ccc(S(=O)(=O)NCC(=O)N3CCc4ccccc4C3)cc2s1
→ ? | ·
CCCCNC(=O)c1cc(-c2ccc(F)cc2)on1
→ 9% | ·
CC(C(=O)Nc1ccc(N2CCOCC2)cc1)N1C(=O)NC(C)(C)C1=O (stereo not given)
→ ? | ·
Cc1cc(Cl)nc(Cl)c1C(=O)NC(=O)NCCC(C)C
→ ? | ·
CCCNC(=O)N[C@@H](CCSC)C(=O)OC
→ ? | ·
O=C(c1ccc2c(c1)OCCO2)N1CCN(Cc2c(F)cccc2Cl)CC1
→ 16% | -13
COc1ccc(N(CC(=O)Nc2ccc(Cc3ccncc3)cc2)S(=O)(=O)c2ccccc2)cc1
→ ? | ·
O=C(O)CC(C(=O)Nc1ccc(F)cc1)C1CCCO1 (stereo not given)
→ -21% | -13
COc1cc(OC)cc(C(=O)N2CCCc3ccccc32)c1
→ 1% | -17
Cc1ccc(S(=O)(=O)NCc2ccccc2)cc1C(=O)N1CCCC(C(F)(F)F)C1 (stereo not given)
→ ? | ·
COc1ccc(OCC(=O)Nc2ccc3nc(C)sc3c2)cc1
→ ? | ·
Cn1c(=O)c2c(nc(Cc3ccccc3)n2C)n(C)c1=O
→ 4% | 17
CCc1nc(SCc2ccc(OCC(C)C)cc2)n[nH]1
→ ? | ·
COc1ccccc1NC(=O)Nc1cccc(C)n1
→ ? | ·
CCN1C(=NCCN2CCOCC2)N[C@@H](CCc2ccccc2)C(C(=O)OC)=C1C
→ ? | -6
CCOC(=O)c1c(N)n(CCOC(=O)c2cccs2)c2nc3ccccc3nc12
→ -1% | -21
CC(C)CCN1C(=O)c2ccc(C(=O)N3CCCCC3)cc2C1=O
→ ? | ·
CCc1ccc(-c2cc(C)no2)cc1S(=O)(=O)NCCc1ccc(S(N)(=O)=O)cc1
→ i | -27
O=C(CSc1ccc(Cl)cc1)NCC1CCCO1 (stereo not given)
→ ? | ·
CCCC(=O)Nc1nc(-c2ccc(OC)cc2)cs1
→ ? | ·
Cc1cccn2cc(CNC(=O)c3ccc(Br)o3)nc12
→ -11% | -1
CCN(CC)S(=O)(=O)c1cccc(NC(=O)COC(=O)C2CC3C=CC2C3)c1 (stereo not given)
→ ? | ·
c1ccc(C2=Nn3c(Cn4nnc5ccccc54)nnc3SC2)cc1
→ 7% | 16
CN(C)C(CNC(=S)Nc1ccc(F)cc1)c1cccnc1 (stereo not given)
→ -2% | -4
C#CCn1c(=NC(=O)CSC(C)=O)sc2cc(F)ccc21
→ 5% | 1
CN1CCN(C(=O)c2cc3nc(-c4ccccc4)cc(C(F)(F)F)n3n2)CC1
→ ? | ·
CCOc1ccc(C(=O)N/N=C/c2cc(Cl)ccc2[N+](=O)[O-])cc1
→ ? | ·
COC(=O)CN1C(=O)[C@H]2[C@@H](c3ccc(C)o3)N3C(=O)CN(Cc4ccccn4)C(=O)[C@@]3(Cc3ccccc3)[C@H]2C1=O
→ -10% | 20
O=C(CCN1C(=O)C2C3CCC(C3)C2C1=O)Nc1ccc(F)cc1 (stereo not given)
→ 1% | 11
COCC(=O)NC(C)c1nc2ccccc2[nH]1 (stereo not given)
→ ? | ·
NC(=O)c1ccc(C(F)(F)F)n(Cc2c(Cl)cccc2Cl)c1=O
→ ? | ·
O=C1CC(c2ccccc2)CC(O)=C1C=NC1CCCCC1 (stereo not given)
→ 12% | 0
Cc1cccc(CN2CCCC(C(=O)N3CCCCC3)C2)c1 (stereo not given)
→ ? | ·
Cc1ccc(C(=O)NCCNC(=O)COc2ccc(C)c(C)c2)cn1
→ ? | ·
CCCn1c(N)c(N(CCOC)C(=O)C(C)Oc2ccc(F)cc2)c(=O)[nH]c1=O (stereo not given)
→ ? | ·
COc1ccc(S(=O)(=O)N2CCN(CC(=O)Nc3ccccc3OC)CC2)cc1
→ i | ·
O=C(N=Nc1c(O)[nH]c2ccc(Br)cc12)c1cc(-c2cccs2)nc2ccccc12
→ ? | ·
CCOC(=O)c1ccccc1-c1csc(NS(=O)(=O)c2ccc(Cl)cc2)n1
→ ? | ·
NC(=O)CCC(NC(=O)c1ccc(Cl)cc1)C(=O)O (stereo not given)
→ 4% | 16
